TTR transcr act – activators of transthyretin transcription. SH-SY5Y TTR promoter Gaussia luciferase, luminescence; 100% = recombinant luciferase protein wells. activation, % at 16.7 µM. 92,000 tested, 1.3% active;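 active = activation above the mean of all tested compounds plus 3 SD, cut at about 9.5% in these data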;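 also: cells exposed to compounds for one day before reading; 0% = median of all test compound wells on the plate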
Numbers without * were called inactive.

mol | TTR transcr act
Cc1ccc(C(C)c2c(C)c([N+](=O)[O-])cc(C)c2[N+](=O)[O-])cn1 (stereo unspecified) | -1.5
CC(Sc1nnc2n1CCCCC2)C(=O)Nc1ccccc1[N+](=O)[O-] (stereo unspecified) | 0.0
Cc1ccc(Cn2c3ccccc3c3cn[nH]c(=O)c32)cc1 | -0.4
CCN(C1CCCCC1)S(=O)(=O)c1ccc(S(=O)(=O)N(CC(=O)Nc2ccccc2)C2CC2)cc1 | 0.9
C#Cc1ccc([C@@H]2C=C(C(=O)NC3CC3)O[C@H](OCc3ccc(CO)cc3)C2)cc1 | 2.1
COc1ccc(CC/C(C)=N\NC(N)=O)cc1 | 5.9
CCN(C(=O)CSc1nc(N)cc(=O)[nH]1)C1CCS(=O)(=O)C1 (stereo unspecified) | 0.0
COc1ccc(C(=O)OCC(=O)NCCN2C(=O)CSC2=O)cc1 | -0.9
O=C1NN(c2ccccc2)C(=O)/C1=C/c1ccc(Sc2cccc3ccccc23)o1 | 0.0
Cc1ccc(/C=N/NC(=O)c2cc(C)oc2C)cc1 | -2.9
COc1ccc(C(=O)N2CCCc3ccccc32)cc1 | 5.6
COc1ccc(NC(=S)NNC(=O)CNc2ccc(Cl)cc2)cc1 | 0.0
COc1ccc(CNCc2ccncc2)c(OC)c1 | -1.8
FC(F)C(F)(F)Oc1cccc(Nc2nccn3c(-c4cccc5ccccc45)cnc23)c1 | -1.3
CCOC(=O)Cc1csc(NC(=O)Nc2cccc(Cl)c2)n1 | -3.8
COc1ccc2c(c1)c(C(=O)O)c(C)n2-c1ccccc1 | 1.1
COC(=O)CNC(=O)c1ccc(NS(=O)(=O)c2cc([N+](=O)[O-])ccc2Cl)cc1 | 1.9
COc1ccc(S(=O)(=O)N(C)C[C@H]2Oc3c(NS(=O)(=O)c4ccc(F)cc4)cccc3C(=O)N([C@H](C)CO)C[C@@H]2C)cc1 | -0.8
CN1CCN(c2ccc(C(CC(N)=O)NC(=O)c3ccccc3)cc2[N+](=O)[O-])CC1 (stereo unspecified) | -4.0
Cc1ccc(S(=O)(=O)N2CCN(C(=O)CN3C(=O)NC(C)(c4ccc5ccccc5c4)C3=O)CC2)cc1 (stereo unspecified) | -1.5
COc1ccccc1CNC(=O)CCNC(=O)Cn1ccc2ccccc2c1=O | 1.7
CCC(C)NCCOc1ccccc1C (stereo unspecified) | -1.6
c1cc(-c2cccs2)nc(-c2cccs2)c1 | 5.9
CCC/C(O)=C1\C(=O)CC(C)(C)CC1=Nc1ccc(OC)cc1 | -0.5
CN(C(=O)c1cccc(NC(=O)Cc2ccc(NC(=O)C3CCN(C(=O)C4CCCCC4)CC3)cc2)c1)C1CC1 | 2.9
O=C(/C=C\c1ccco1)NC(=S)Nc1ccccc1O | -0.2
O=C(NCc1ccc(Cl)cc1)C1CCN(S(=O)(=O)c2cccs2)CC1 | -1.4
O=C(C1CCN(C2CC(=O)N(c3cccc(Cl)c3)C2=O)CC1)N1CCCC1 (stereo unspecified) | 4.7
C=CCN1C(=O)[C@H](CC(=O)N2CCN(C(=O)C3CC3)CC2)[C@@]2(C(=O)OCC)CCCC=C12 | 0.2
CCOC(=O)COc1nc(-c2ccccc2)cc(-c2ccco2)c1C#N | -0.9
Cc1nnc(SCC(=O)NC2CCCCCC2)n1N | 0.1
CN(C)S(=O)(=O)c1cccc(NC(=O)COC(=O)/C=C/c2ccc(Br)o2)c1 | -0.3
Nc1nccc(-c2cccs2)n1 | 3.7
CCC[C@H]1[C@@H](OC(=O)NCc2ccc(Cl)c(Cl)c2)CC[C@@]23CCCN2C(=O)CCC[C@@H]13 | -2.9
COC(=O)[C@@]1(C)[C@H]2C(=O)N(Cc3ccccc3)C(=O)[C@H]2[C@H]2CN=C(SCc3ccc(C)cc3)N21 | -0.6
Cc1cc(OCC(=O)NCCc2cccc(F)c2)c2c(C)cc(=O)oc2c1 | -0.2
N#Cc1c(Nc2ccccc2)s[nH]c1=O | -0.6
Cc1ccc(C(=O)NCCCc2ccccc2)s1 | 67*
CCOC(=O)C(=CNc1ccc(Oc2cncc(Cl)c2)nc1)C(=O)OCC | -0.7
CCOc1nc(NCCO)nc(Nc2cc(Cl)ccc2OC)n1 | 3.3
COc1ccc(C)cc1NC(=O)C1CCN(C(=O)c2ccco2)CC1 | -0.4
CC1CC=C(O)C12OCC(C)(C)CO2 (stereo unspecified) | -0.9
O=C1/C(=C/c2ccncc2)SC(=S)N1N1CCOCC1 | 1.9
CC(=O)n1c(-c2ccccc2)c(-c2ccccc2)n(C)c1=O | -2.6
O=C(Nc1cccc(NC(=O)c2cccc(Cl)c2)c1)c1cccnc1 | -1.0
COC(=O)c1c(NC(=O)C(=O)NCCCN2CCOCC2)sc2c1CCC2 | -1.2
COc1cc(C(=O)N2CCN(C(=O)C3COc4ccccc4O3)CC2)cc(OC)c1OC (stereo unspecified) | 0.3
O=C(COC(=O)c1cnccn1)c1cccc([N+](=O)[O-])c1 | 1.0
COc1ccc2oc(=O)c(C(=O)NCc3ccccc3)cc2c1 | -0.6
OCCC1CN(C2CCN(c3ccccc3F)CC2)CCN1Cc1ccccc1 (stereo unspecified) | 1.6
CCCS(=O)(=O)N1CCN(c2ccccn2)CC1 | -0.5
COc1cccc(Cn2cnc(-c3ccccc3OC)c2-c2cccs2)c1 | -0.9
O=C(c1ccco1)N1CCN(C(=O)c2cc(-c3ccccn3)nc3ccccc23)CC1 | -0.5
Cc1cc(Cl)ccc1C1=CC(=O)C[C@H](c2ccc(F)cc2)C1 | -3.7
c1ccc(-c2csc(Nc3nc(N4CCOCC4)nc(N4CCOCC4)n3)n2)cc1 | -0.6
O=C(CCC1CCN(C(=O)c2cccc(Cl)c2F)CC1)Nc1ccccc1 | -1.3
CCSc1nc2ccccc2[nH]1 | 6.1
Cc1ccc(Cl)cc1NS(=O)(=O)c1ccccc1 | 1.7
COc1cccc2sc(N3CCN(c4nc5ccccc5s4)CC3)nc12 | -1.0
O=C(C1CCC(CNc2c(N3CCOCC3)c(=O)c2=O)CC1)N1CCN(c2ccccc2)CC1 (stereo unspecified) | 2.6

Further results.
| canonical_smiles | TTR transcr act |
| --- | --- |
| Cc1ccccc1N=C1NC(=O)C(CO)(CO)S1 | 2.5 |
| C=CCN(c1ccc(Cl)cc1)S(=O)(=O)c1cccc(C(=O)O)c1 | -1.2 |
| COc1ccc(Nc2nc(-c3ccccc3)nc3ccccc23)cc1S(=O)(=O)N1CCOCC1 | -4.0 |
| O=C(COc1ccc(Cl)cc1Cl)Nc1ccccc1F | 0.6 |
| C/C(CC(=O)Nc1cccc(F)c1)=N\NC(=O)c1ccncc1 | -1.9 |
| Cc1csc(NC(=O)CSc2nsc(SCC(=O)Nc3nc(C)cs3)c2C#N)n1 | -1.6 |
| Cc1ccc(C2C(C(=O)c3ccco3)=C(O)C(=O)N2c2nnc(C)s2)cc1 (stereo unspecified) | -1.5 |
| COC(=O)[C@@]1(C(C)C)N=C(c2cc(OC)c(OC)c(OC)c2)[C@]2(O1)C(=O)Nc1ccccc12 | 1.0 |
| Cc1nc2ccc(NC(=O)c3ccc(=O)[nH]c3)cc2s1 | -0.4 |
| C=CCOC(=O)N1CCC2CC1c1cc(-c3cccc(C)c3)ccc12 (stereo unspecified) | 0.2 |
| Cc1ccccc1NC(=O)Nc1nc(C(N)Cc2ccccc2)cs1 (stereo unspecified) | -1.1 |
| CCNC(=O)/C(C#N)=C/c1c(N2CCOCC2)nc2ccccn2c1=O | -1.2 |
| CC(C)[C@H](NC(=O)N1CC(=O)Nc2ccccc21)C(=O)N[C@H](Cc1c[nH]c2ccccc12)C(=O)O | 1.7 |
| Cc1nc(C)c(NC(=O)N2CCc3ccccc32)cc1NC(=O)N1CCc2ccccc21 | -1.6 |
| CCOC(=O)[C@]12CCCC3=C1N(CCC3)C(=O)[C@@H](CC(=O)N1CCOCC1)C2 | -0.2 |
| COC(OC)c1nc(SCC(=O)Nc2cccc(Cl)c2)ncc1C(=O)O | 1.9 |
| O=C(NC1CCCC1)c1cc(=O)[nH]c2ccccc12 | 6.5 |
| Cc1ccc(CC(=O)Nc2ccc(F)c([N+](=O)[O-])c2)cc1C | 0.7 |
| COC(=O)C1C(O)=C(C(C)=N)C(=O)CC1(C)C (stereo unspecified) | 0.7 |
| O=C1NC[C@H](Cc2ccccc2)N(C[C@H]2CCCN2C[C@H](Cc2ccccc2)N2C[C@H](Cc3ccccc3)N(CC3CCCCC3)C(=O)C2=O)C1=O | 0.4 |
| C(=C/c1nccc2c1[nH]c1ccccc12)/c1ccc2c(c1)OCO2 | -1.5 |
| Cc1cccc(N(C(=O)c2csnn2)C(C(=O)NC(C)(C)C)c2ccncc2)c1 (stereo unspecified) | 0.6 |
| COc1ccc(CCC(=O)Nc2nc3c(s2)CN(C)CC3)cc1OC | 0.5 |
| CCNS(=O)(=O)c1ccc(-c2ccc(-n3cnnn3)cc2)cc1 | 0.5 |
| Cc1ccc(NC2CCCN(C(=O)CCn3nccc3C)C2)cc1C (stereo unspecified) | -0.9 |
| Cc1ccc(N2C(=O)CSC2c2cccnc2)cc1F (stereo unspecified) | 1.3 |
| CCC(Oc1ccccc1F)C(=O)NCCN1CCOCC1 (stereo unspecified) | 0.2 |
| COc1cccc(Cn2cccc(NC(=O)Nc3cccc(C#N)c3)c2=O)c1 | -4.4 |
| CCCc1cc(N2CCCC(C(=O)Nc3cc(Cl)ccc3OC)C2)n2ncnc2n1 (stereo unspecified) | -2.7 |
| O=C(N/N=C\c1ccc(Oc2ccccc2)cc1)c1csnn1 | 2.5 |
| Cc1ccc2occ(C(=O)c3ccco3)c(=O)c2c1 | -0.9 |
| CCOC(=O)c1oc2cccc(OCC(O)CNC(C)C)c2c1C (stereo unspecified) | 9.0 |
| COc1cc(OC)cc(C(=O)NCC(=O)OCC(=O)Nc2ccc3c(c2)OCO3)c1 | 0.3 |
| CCCc1c(-c2ccccc2)ncn1Cc1ccccc1OC | 0.7 |
| C=CCN(C(=O)c1csnn1)C(C(=O)NCc1ccc(F)cc1)c1sccc1C (stereo unspecified) | 6.0 |
| CC(=O)N1CCN(S(=O)(=O)c2ccc(F)c(Cl)c2)CC1 | 4.4 |
| CCOC(=O)[C@H]1[C@H]2COc3ccc(Cl)cc3[C@@H]2N2C(=O)CN(Cc3ccc(OC)cc3)C(=O)[C@@]12C | -1.6 |
| O=C(CN1c2ccccc2Sc2ccccc21)NNC(=O)Nc1cccc(Cl)c1 | -1.4 |
| COc1ccc(CC(=O)NCC2CCCN(Cc3ccccc3OC)C2)cc1 (stereo unspecified) | 0.3 |
| O=C(NCc1cccc(Cl)c1)O[C@H]1CC[C@@]23CCCN2C(=O)CCC[C@H]3C1 | -1.8 |
| CCC(=O)Nc1cc(SCCO)cc([N+](=O)[O-])c1 | -0.1 |
| N=c1c2c(n(Cc3ccc(F)cc3)c3c1CCC3)CCC2 | -0.8 |
| O=[N+]([O-])c1ccc(S(=O)(=O)NN=CCCc2ccccc2)cc1 | -1.8 |
| CC(=O)Nc1ccc(S(=O)(=O)NCCSCc2cccc(Cl)c2)cc1 | 0.1 |
| COc1cccc(-c2nc3ccc(O)cc3c(=O)o2)c1 | 1.2 |
| COc1cc(C(=O)NCC(c2cccnc2)N2CCN(c3ccc(F)cc3)CC2)cc(OC)c1OC (stereo unspecified) | 0.3 |
| Cc1ccc(-c2cc(C(=O)Nc3ccc(S(=O)(=O)Nc4nc(C)cc(C)n4)cc3)c3ccccc3n2)cc1 | -0.4 |
| CCc1cccc(CC)c1NC(=O)CNCc1cccs1 | 1.7 |
| CCn1ncc([N+](=O)[O-])c1C(=O)Nc1c(C)cccc1C | -0.2 |
| CCOC(=O)c1c(C)[nH]c(C(=O)COC(=O)c2ccc(O)cc2O)c1C | 0.6 |
| Cc1cc(NC(=O)CCC(=O)N(Cc2cccs2)C(C)(C)C(=O)NC2CCCCC2)no1 | -1.3 |
| Cn1ncc2c(NNC(=O)c3ccccc3Cl)ncnc21 | -1.9 |
| Cc1ccc(NC(=O)c2ccccc2Cl)cc1-n1cnnn1 | 0.0 |
| Oc1ccccc1C=NN=Cc1ccccc1Cl | -0.6 |
| CNC(=S)/N=C(\Nc1ccc(C)cc1)c1ccccc1 | -0.9 |
| O=C(NCCN1CCCCC1)c1cccc2c1C(=O)c1ccc(N3CCCC3)cc1S2(=O)=O | -0.2 |

(more compounds)
| canonical_smiles | TTR transcr act |
| --- | --- |
| COc1ccc(NC(=O)CSc2ncc(-c3ccc(F)cc3)n2Cc2ccco2)cc1 | -2.2 |
| CNC(=S)N(Cc1ccccc1)Cc1cccnc1 | -1.2 |
| COc1ccc(NC(=O)c2cc(CN3C(=O)c4ccccc4C3=O)ccc2OC)cn1 | -1.3 |
| Fc1ccccc1Cn1nnc2c(NCCc3ccccn3)ncnc21 | -0.3 |
| O=C(NCCCN1CCCC1=O)NC1CCCCC1 | 1.7 |
| Cc1sc2ncn(CC(=O)Nc3cccc(S(N)(=O)=O)c3)c(=O)c2c1-c1ccccc1 | 0.8 |
| O=S(=O)(c1ccccc1)C1CC1(c1ccccc1)c1ccccc1 (stereo unspecified) | 14* |
| CNc1nc(-c2ccccc2)cc(C)c1S(C)(=O)=O | 1.8 |
| COC(=O)CCCC1=CC2=CC(=O)C(C)(OC(=O)c3cccs3)C(=O)C2=CN1c1ccc(OC)cc1 (stereo unspecified) | 0.3 |
| COc1ccc(CN(C)CC(=O)NC(=O)Nc2ccccc2F)cc1 | 11* |
| CCN(CC)CCN1C(=O)Cn2c(C)c(C)c3cccc1c32 | 0.9 |
| Cc1cccc(C)c1NS(=O)(=O)c1ccc2c(c1)C(=O)c1ccccc1C2=O | 0.8 |

Assay outcomes as filed in PubChem.

The list is partial. The share of hits here may be higher or lower than overall.
